Bcl-XL Bim block: inhibitors of Bim-Bcl-XL binding, primary screen, biochemical, multiplexed, bead flow cytometry, human Bcl-XL | Bcl-2-like protein 1 (Homo sapiens), Q07817 | AID 1007, 2008 | hit rate 0.04% among 190,000 | inhibition, % at 10 µM | Bim peptide-Bcl-XL binding, fluorescence
Target sequence (Q07817 whole entry, looked up): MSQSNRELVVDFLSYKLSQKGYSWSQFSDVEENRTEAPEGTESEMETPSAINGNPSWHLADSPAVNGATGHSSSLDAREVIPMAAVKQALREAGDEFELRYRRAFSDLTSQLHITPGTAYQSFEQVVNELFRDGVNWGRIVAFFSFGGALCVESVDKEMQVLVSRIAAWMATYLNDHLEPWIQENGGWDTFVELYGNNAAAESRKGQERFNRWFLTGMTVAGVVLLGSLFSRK
RGS4-Gao reg: modulators of RGS4 binding to Galphao, primary screen, biochemical, multiplexed bead flow cytometry | actives lie on both sides | binding response (% of control), % at 10 µM | hit rate 0.33% among 220,000; in the data active = binding response below about 49% or above about 150%; inactive = in between;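 also: fluorescent Galphao activated with aluminum fluoride binding bead-coupled RGS4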
Bfl-1 Bim block: inhibitors of Bim binding to Bfl-1, primary screen, biochemical, multiplexed, bead-based flow cytometry; hit rate 0.12% among 190,000; Bim-Bfl-1 binding inhibition; Bcl-2-related protein A1 (Homo sapiens), Q16548; inhibition, % at 10 µM;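 also: 0% = wells without compound plus tracer and 100% = blocker peptide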
ABCG2 block: ABCG2 efflux pump inhibitors, primary screen, multiplex with ABCB1, IgMXP3 cells, flow cytometry; Broad substrate specificity ATP-binding cassette transporter ABCG2 (Homo sapiens), Q9UNQ0; hit rate 0.1% among 190,000; AID 1325, 2008; inhibition, % at 6.6 µM; JC-1 efflux;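 active = inhibition above 80%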;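 also: 0% = DMSO and 100% = nicardipine control wells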
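Test system: IgMXP3 (ABCG2) plus far-red-tagged CCRF-Adr (ABCB1) cells / Amount: 3 million cells/mL in well / Reagent: JC-1 transporter substrate / Timing: 10 min compound exposure, 25 °C / Signal: flow cytometry, 530 nm JC-1 signal / Read-out: percent efflux inhibition, scaled nicardipine 100% to DMSO 0% / Benchmarks: nicardipine as high control, DMSO as low control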
GSH fluor: compound fluorescence on glutathione beads, profiling panel, artefact control, biophysical, 488/530 nm, flow cytometry; GSH beads flow cytometry, compound fluorescence 488/530 nm; hits give high values; fluorescence (KMESF) at 10 µM; hit rate 0.25% among 190,000; AID 1776, 2009; in the data active = fluorescence above about 89;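 also: glutathione beads carrying GST-tagged Bcl family fusion proteins plus one bare bead set; values are compound well signal with DMSO vehicle wells as background; inactives centre near 16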
RGS8-Gao reg: RGS8-Galphao binding modulators, primary screen, biochemical, multiplexed bead flow cytometry | actives lie on both sides | response (percent of control binding), % at 10 µM | hit rate 0.34% among 220,000; in the data active = response below about 60% or above about 140%; inactive = in between;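 also: Galphao activated as the GDP aluminium fluoride complex binding bead-coupled RGS8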
Bim-Bcl-W: inhibitors of Bim binding to Bcl-W, primary screen, biochemical, multiplexed, bead-based flow cytometry; inhibition, % at 10 µM; hit rate 0.02% among 190,000; AID 952, 2007; Bim peptide-Bcl-W binding;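 also: 0% = bound tracer without compound and 100% = peptide blocker; higher means less fluorescent Bim peptide bound to Bcl-W beads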
Target sequence (Q92843 whole entry, looked up): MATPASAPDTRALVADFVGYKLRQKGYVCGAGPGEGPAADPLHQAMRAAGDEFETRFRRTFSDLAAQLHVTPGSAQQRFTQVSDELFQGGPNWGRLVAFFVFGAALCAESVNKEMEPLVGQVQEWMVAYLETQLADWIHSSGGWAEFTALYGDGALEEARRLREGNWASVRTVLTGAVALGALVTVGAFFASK
RGS7-Gao reg: RGS7-Galphao binding modulators, primary screen, biochemical, multiplexed bead flow cytometry; Guanine nucleotide-binding protein G(o) subunit alpha (Homo sapiens), P09471; actives lie on both sides; binding response (% of control), % at 10 µM; hit rate 0.35% among 220,000; AID 1439, 2008; in the data active = binding response below about 49% or above about 150%; inconclusive = no clear call, values can overlap the other calls; inactive = in between;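 also: fluorescent Galphao held in activated GDP-AlF4 state binding bead-coupled RGS7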
ABCB1 block: ABCB1 efflux pump inhibitors, primary screen, cell-based, multiplex, flow cytometry, ABCG2 counter-screen. ATP-dependent translocase ABCB1 (Homo sapiens), P08183. CCRF-Adr cells, JC-1 efflux. inhibition, % at 6.6 µM. AID 1326, 2008. hit rate 0.067% among 190,000; in the data active = inhibition above about 40%;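 also: 0% = vehicle and 100% = reference inhibitor; higher value means more JC-1 retained so stronger ABCB1 efflux block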
Bcl-2 Bim block: inhibitors of Bim-Bcl-2 binding, primary screen, biochemical, multiplexed, human Bcl-2 family; Apoptosis regulator Bcl-2 (Homo sapiens), P10415; AID 950, 2007; inhibition, % at 10 µM; hit rate 0.06% among 190,000; Bead-based flow cytometry, Bim peptide-Bcl-2 binding; in the data active = inhibition above about 40%; inconclusive = no clear call, values can overlap the other calls;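 also: 0% = no compound wells with probe peptide and 100% = reference peptide inhibitor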
Target sequence (P10415 whole entry, looked up): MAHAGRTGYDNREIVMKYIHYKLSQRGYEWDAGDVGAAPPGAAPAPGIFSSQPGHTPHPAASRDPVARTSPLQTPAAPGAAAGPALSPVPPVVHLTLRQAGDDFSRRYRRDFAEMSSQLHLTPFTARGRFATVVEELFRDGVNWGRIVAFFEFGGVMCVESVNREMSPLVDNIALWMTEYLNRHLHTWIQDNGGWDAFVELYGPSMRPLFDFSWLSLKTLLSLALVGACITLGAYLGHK
Bcl-B Bim block: inhibitors of Bim-Bcl-B binding, primary screen, biochemical, multiplexed, human Bcl-2 family; Bcl-2-like protein 10 (Homo sapiens), Q9HD36; inhibition, % at 10 µM; AID 951, 2007; hit rate 0.073% among 190,000; bead-based flow cytometry, Bim peptide-Bcl-B binding;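 also: 0% = tracer peptide without compound and 100% = reference inhibitor peptide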
Target sequence (Q9HD36 whole entry, looked up): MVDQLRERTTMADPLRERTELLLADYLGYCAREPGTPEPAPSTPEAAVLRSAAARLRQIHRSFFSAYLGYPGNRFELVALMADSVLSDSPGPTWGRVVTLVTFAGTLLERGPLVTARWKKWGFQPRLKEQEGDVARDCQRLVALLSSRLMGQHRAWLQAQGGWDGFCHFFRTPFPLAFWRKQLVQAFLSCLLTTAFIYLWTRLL
* marks the source's active call; other numbers are inactive results; ? = inconclusive. Rule as the data show it, unless noted: active = inhibition above about 40%.

SMILES | Bcl-XL Bim block | RGS4-Gao reg | Bfl-1 Bim block | ABCG2 block | GSH fluor | RGS8-Gao reg | Bim-Bcl-W | RGS7-Gao reg | ABCB1 block | Bcl-2 Bim block | Bcl-B Bim block
O=C1CCCCC(=O)N(c2ccccc2)c2ccccc21 | -1 | 100 | -5 | 1 | 63 | 103 | -1 | 98 | 0.7 | -1 | -3
ClCc1ncc(-c2ccc(Cl)cc2)o1 | -2 | 98 | -2 | 1 | 16 | 102 | -6 | 101 | -1.2 | -1 | -2
CCOc1cc(CNc2ccc(O)cc2)cc(Br)c1OCc1ccccc1F | 6 | 70 | 0 | -5 | 32 | 87 | -4 | 86 | -4.4 | -1 | -5
COc1ccc(S(=O)(=O)N(CC(=O)N2CCOCC2)c2cc(Cl)ccc2OC)cc1OC | 0 | 91 | -11 | 6 | 23 | 93 | 2 | 94 | 0.9 | -8 | -6
COc1cc(-c2nc3ccccn3c2/N=C/c2cccc(OC)c2O)ccc1O | -1 | 103 | -4 | 29 | 8 | 104 | -1 | 100 | 20 | -5 | -3
O=C(Nc1nnc(CC(=O)N2CCOCC2)s1)c1cccs1 | -5 | 94 | -9 | 3 | 22 | 94 | 0 | 95 | 0.4 | -3 | -4
O=C(CN1CCCC1)Nc1ccc([N+](=O)[O-])cc1 | -3 | 93 | -5 | 3 | 16 | 96 | -3 | ? | 0.5 | 1 | -3
COC(=O)c1cc2oc(C)cc2n1CC(=O)Nc1cc(C)cc(C)c1 | -2 | 103 | -8 | 1 | 32 | 102 | -1 | 100 | 0.2 | -6 | -6
CCOC(=O)N1CCC(NC(=O)C2CCN(S(=O)(=O)c3cccc4cccnc34)CC2)CC1 | -8 | 96 | -5 | 4 | 14 | 100 | -4 | 96 | 0.3 | -5 | -10
Clc1ccc(OCc2cc(-c3ccccc3)no2)c(Cl)c1 | -2 | 100 | -5 | 3 | 14 | 97 | 0 | 100 | 0.4 | 0 | -3
COC(=O)c1c(C)oc2ccc(OC(=O)N3CCOCC3)cc12 | 0 | 98 | 4 | 3 | 21 | 101 | 8 | 97 | 0.5 | 8 | 0
Cc1cccc(C)c1OCC(O)CN1CCN(c2ccccn2)CC1 (stereo not drawn) | -4 | 97 | -5 | 2 | 10 | 101 | -1 | ? | 1.1 | -7 | -4
Nc1c(C(=O)O)sc2nc(-c3ccccc3)c3c(c12)CCCC3 | -12 | 98 | -12 | 0 | 22 | 100 | -7 | 101 | -0.1 | -8 | -13
Cc1ccccc1Sc1c(C#N)c(-c2ccccc2)nn1C | -3 | 100 | -13 | 6 | 36 | 101 | 0 | 97 | 0.1 | 0 | -7
Cc1ccccc1OCc1nnc(SCC(=O)Nc2ccc(N3CCOCC3)c(Cl)c2)n1C | -12 | 106 | -16 | 59 | 36 | 101 | -1 | 102 | 12 | -13 | -10
CC1CCCC(NC(=O)CN2CCN(Cc3ccc(Cl)cc3)C2=O)C1C (stereo not drawn) | -2 | 95 | 0 | 1 | 9 | 96 | -1 | 90 | 0.7 | 0 | -4
O=[N+]([O-])c1ccc(N/N=C2/CCCCC2c2ccccn2)c([N+](=O)[O-])c1 (stereo not drawn) | -7 | 97 | -8 | 7 | 10 | 98 | -4 | 93 | 3.3 | -15 | -11
CCCCOc1ccc(C(=S)N2CCC(C(N)=O)CC2)cc1 | -7 | 103 | -5 | 0 | 13 | 98 | 0 | ? | 0.3 | -4 | -19
CCCc1[nH]nc2c1C1(CCOC1C)C(C#N)=C(N)O2 (stereo not drawn) | -4 | 101 | -13 | 1 | 26 | 101 | -1 | 100 | 0.3 | -3 | -8
CCOc1ccc(-n2c(SCC(=O)Nc3ccc(OC)cc3)nc3c(c2=O)SCC3)cc1 | -4 | 100 | -3 | 3 | 24 | 102 | -2 | 98 | 1.6 | 1 | -2
CC(=O)c1ccccc1OCC(O)CN1CCN(C(c2ccccc2)c2ccccc2)CC1 (stereo not drawn) | 0 | 99 | 0 | 0 | 20 | 99 | 1 | 96 | 3.2 | 0 | 0
Cc1onc(-c2ccccc2)c1C(=O)N1CCCN(C(=O)c2c(-c3ccccc3)noc2C)CC1 | 0 | 105 | -9 | 2 | 43 | 103 | 3 | 102 | 4.0 | -8 | -7
CCOC(=O)C1CCCN(c2c(N3CCOCC3)c(=O)c2=O)C1 (stereo not drawn) | -3 | 100 | -10 | -3 | 24 | 104 | 2 | 98 | -2.3 | -7 | -4
CCn1c(NC2CCCCC2)nc2ccccc21 | 2 | 100 | 2 | 8 | 28 | 102 | 3 | 99 | 0.4 | 2 | 1
CCOc1ccccc1NC(=O)C1CCN(C(=O)c2cccs2)CC1 | 2 | 101 | -5 | 3 | 23 | 101 | 1 | 104 | 0.7 | 0 | 0

Reprinted at random: 3 compounds from above.
SMILES | Bcl-XL Bim block | RGS4-Gao reg | Bfl-1 Bim block | ABCG2 block | GSH fluor | RGS8-Gao reg | Bim-Bcl-W | RGS7-Gao reg | ABCB1 block | Bcl-2 Bim block | Bcl-B Bim block
CCOc1ccccc1NC(=O)C1CCN(C(=O)c2cccs2)CC1 | 2 | 101 | -5 | 3 | 23 | 101 | 1 | 104 | 0.7 | 0 | 0
CCCCOc1ccc(C(=S)N2CCC(C(N)=O)CC2)cc1 | -7 | 103 | -5 | 0 | 13 | 98 | 0 | ? | 0.3 | -4 | -19
CCn1c(NC2CCCCC2)nc2ccccc21 | 2 | 100 | 2 | 8 | 28 | 102 | 3 | 99 | 0.4 | 2 | 1

More structures.
SMILES | Bcl-XL Bim block | RGS4-Gao reg | Bfl-1 Bim block | ABCG2 block | GSH fluor | RGS8-Gao reg | Bim-Bcl-W | RGS7-Gao reg | ABCB1 block | Bcl-2 Bim block | Bcl-B Bim block
C=CCNS(=O)(=O)CC12CCC(CC1=O)C2(C)C (stereo not drawn) | -2 | 100 | -4 | 1 | 47 | 101 | 4 | 100 | 0.3 | -8 | -2
O=C(NCc1cccs1)C(=O)NCC(c1ccco1)N1CCN(c2ccccc2)CC1 (stereo not drawn) | -3 | 100 | -7 | 4 | 19 | 101 | -3 | ? | 0.9 | -4 | -4
O=S(=O)(c1ccc2c(c1)OCCO2)N1CCC(n2nnc3cc(F)ccc32)CC1 | -2 | 99 | -17 | 24 | 22 | 101 | -1 | 108 | 2.1 | -9 | -8
Cc1nnc(SCc2ccc(Cl)c(Cl)c2)s1 | -2 | 97 | -6 | 8 | 17 | 98 | -1 | 91 | 0.7 | -5 | -4
CC1CC(C)CN(CCCNC(=O)CC2Oc3ccccc3NC2=O)C1 (stereo not drawn) | -3 | 101 | -12 | -4 | 24 | 103 | 1 | 102 | -3.0 | -10 | -7
Cc1cc(C)n(-c2ccc3nncn3n2)n1 | 1 | 98 | -5 | 3 | 20 | 97 | -5 | 99 | 0.0 | -3 | 2
Cc1cc(Cl)ccc1N=C1N=C(N)c2ccccc21 | -4 | 102 | -15 | 0 | 18 | 103 | -4 | 102 | 0.0 | -7 | -6
CC(C)CC1(C)N=C(c2ccccc2)C(=S)N1 (stereo not drawn) | -1 | 101 | 0 | 0 | 19 | 102 | 4 | 101 | 0.1 | 2 | -4
Cc1cc(NC2C3CC4CC(C3)CC2C4)n2nnnc2n1 (stereo not drawn) | -4 | 107 | -10 | 5 | 16 | 103 | 1 | 104 | 0.3 | -9 | -5
COc1ccccc1N1CCN(CC(=O)Nc2ccc(C)c(F)c2)CC1 | -5 | 97 | -8 | 1 | 11 | 104 | -2 | 98 | 0.1 | -9 | -8
O=C(Oc1ccc2ccc(OC(=O)N3CCCCCC3)cc2c1)N1CCCCCC1 | -6 | 102 | -1 | 36 | 11 | 99 | -3 | 104 | 7.1 | -4 | -5
O=C(c1cc2c(s1)-c1ccccc1OC2)N1CCCC1 | -5 | 104 | -9 | 6 | 20 | 100 | 0 | 102 | 1.2 | -7 | -7
Cc1ccc(/C=N/NC(=O)Cn2cnc3c2c(=O)n(C)c(=O)n3C)s1 | -7 | 98 | -1 | 2 | 21 | 100 | -2 | 96 | -2.5 | 0 | -2
CCN(CC)S(=O)(=O)c1cccc(C(=O)N[C@H](C(=O)OCC(=O)NC(=O)NC)C(C)C)c1 | 2 | 101 | 1 | 1 | 16 | 104 | -1 | 102 | 0.1 | 0 | 0
CN(C)S(=O)(=O)c1cccc(-c2nnc(SCCNCCO)n2-c2ccc(F)cc2)c1 | 0 | 104 | 0 | 0 | 11 | 103 | 2 | ? | 0.1 | 0 | -3
CCOC(=O)c1cc(C)sc1NC(=S)Nc1ccccc1 | 0 | 101 | -3 | 0 | 27 | 94 | 5 | 98 | -0.2 | -4 | -4
FC(F)(F)c1ccc(N=Cc2sc(N3CCOCC3)nc2-c2ccccc2)cc1 | -6 | 102 | -7 | 4 | 11 | 100 | -6 | 100 | 0.8 | -7 | -7
C=CCC(=O)OCCCCCCOc1ccc(C(=O)O)cc1 | -2 | 102 | -1 | 1 | 14 | 105 | -1 | 104 | 0.3 | -1 | -4
COC(=O)c1cccc(NC(=O)c2cc3sccc3n2C)c1 | -11 | 111 | -12 | 3 | 32 | 99 | -2 | 97 | 1.1 | -7 | -7
O=C(NCc1ccccc1)c1ccc2c(=O)[nH]c3c(C(=O)NCC4CCCO4)sc(=S)n3c2c1 (stereo not drawn) | 0 | 101 | -4 | -3 | 12 | 105 | 0 | 100 | -0.9 | -1 | -1
Cc1nnc(SCC(=O)c2c(N)n(C)c(=O)n(C)c2=O)n1Cc1ccccc1 | 2 | 100 | -9 | 1 | 38 | 100 | 0 | 101 | 0.5 | -8 | -8
C=CCSc1nc(N)c(C(=O)Nc2ccccc2)cc1C#N | -4 | 99 | -3 | 7 | 15 | 88 | -4 | 97 | 0.1 | -4 | -3
Cc1ccc(S(=O)(=O)N(CC(=O)N2CCCC2)C2CCCCC2)cc1 | -3 | 100 | 4 | 2 | 64 | 105 | -5 | 103 | 0.7 | 0 | 1
O=C(c1ccc(Cl)c(S(=O)(=O)N2CCOCC2)c1)N1CCN(Cc2ccccc2)CC1 | -5 | 96 | -1 | 3 | 12 | 77 | -7 | 96 | 0.9 | -3 | -2

Reformatted with values under each structure: part of the list above.
Values run as follows: Bcl-XL Bim block	RGS4-Gao reg	Bfl-1 Bim block	ABCG2 block	GSH fluor	RGS8-Gao reg	Bim-Bcl-W	RGS7-Gao reg	ABCB1 block	Bcl-2 Bim block	Bcl-B Bim block
> C=CCC(=O)OCCCCCCOc1ccc(C(=O)O)cc1
 : -2	102	-1	1	14	105	-1	104	0.3	-1	-4
> Cc1nnc(SCc2ccc(Cl)c(Cl)c2)s1
 : -2	97	-6	8	17	98	-1	91	0.7	-5	-4
